OPRM1-OPRD1 inv = inverse agonists of human mu-delta opioid receptor heterodimerization; P35372+P41143; cell-based MOR-DOR heterodimer luminescence, inverse agonism; inhibition, % at 9.3 µM; 0.21% of 340,000 active; in the data active = inhibition above about 22%, passing the limit was not always enough;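 note: 0% = cells with DMSO and 100% = wells without cells with DMSO; values of inactives mirror those of a sister screen read the other way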
Target sequence (P35372 whole entry, looked up): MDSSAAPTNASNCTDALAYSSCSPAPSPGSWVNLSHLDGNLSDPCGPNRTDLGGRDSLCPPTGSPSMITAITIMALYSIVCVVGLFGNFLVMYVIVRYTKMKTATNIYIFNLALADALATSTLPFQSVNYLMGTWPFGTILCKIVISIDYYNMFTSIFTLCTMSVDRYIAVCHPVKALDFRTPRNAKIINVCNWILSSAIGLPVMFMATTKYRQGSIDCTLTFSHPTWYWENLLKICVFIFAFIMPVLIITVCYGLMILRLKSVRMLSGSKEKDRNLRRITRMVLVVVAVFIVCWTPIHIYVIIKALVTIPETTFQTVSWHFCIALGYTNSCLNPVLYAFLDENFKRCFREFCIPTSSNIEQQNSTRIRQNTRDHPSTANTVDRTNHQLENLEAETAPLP
Target sequence (P41143 whole entry, looked up): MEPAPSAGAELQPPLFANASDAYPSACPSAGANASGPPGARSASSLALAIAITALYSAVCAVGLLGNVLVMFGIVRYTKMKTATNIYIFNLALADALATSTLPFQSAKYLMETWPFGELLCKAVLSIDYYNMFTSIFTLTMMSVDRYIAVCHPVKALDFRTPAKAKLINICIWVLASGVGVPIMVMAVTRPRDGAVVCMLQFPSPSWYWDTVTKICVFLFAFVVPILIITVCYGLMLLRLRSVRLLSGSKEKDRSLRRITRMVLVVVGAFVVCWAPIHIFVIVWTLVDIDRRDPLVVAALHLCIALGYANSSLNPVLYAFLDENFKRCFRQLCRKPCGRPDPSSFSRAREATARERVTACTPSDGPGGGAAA
DAGLB inhibitor = blocks human DAGLB lipase activity | 0.059% of 340,000 active | inhibition, % at 5.17 µM | HEK293T DAGLB membrane lysate, EnzChek fluorogenic substrate | AID 504411; in the data active = inhibition above about 34%;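 note: 0% = enzyme with vehicle and 100% = wells lacking enzyme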
Arr AP2 block = human beta-arrestin and AP2 interaction inhibition; FITC-arrestin peptide / GST-AP2 beads, flow cytometry; AP2 beta2 appendage carries R879A mutation; inhibition, % at 10 µM; 0.31% of 340,000 active; AID 504490;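 active = inhibition above a set limit, near 3 SD of compounds lacking own fluorescence, cut at about 54% in these data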;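 note: plate controls were DMSO wells for no effect and 5 µM unlabelled arrestin peptide for full effect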
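Assay system: GST-AP2 R879A bound to glutathione beads, E. coli-expressed; Medium: PBS with 0.05% Tween 20 and 0.1% BSA; Also added: fluorescein-tagged arrestin peptide at 50 nM final; Timing: 12 min plus 1 h, RT; Measured by: flow cytometry, FL1 (488/535 nm); Evaluation: percent drop in bead-associated FITC signal.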
V-ATPase pHluor = alters yeast V-ATPase proton transport. S. cerevisiae, pHLuorin cytosolic pH fluorescence. response, % at 10 µM. 0.37% of 350,000 active. AID 504577; in the data active = response mostly above about 7.3%, no sharp cut-off; inactive = mostly below about 5.4%; note: actives read high; inactives centre near 0; some compounds called inactive have numbers as strong as hits; reference of the scale not given here
HTR5A ag ctr = HTR5A agonism, opioid heterodimer counter-screen. P47898. HTR5A agonist assay, luminescence, cell-based. AID 504692. 0.61% of 340,000 active. activation, % at 9.3 µM; in the data active = activation mostly above about 9.5%, no sharp cut-off; inactive = mostly below about 7.6%;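 note: 0% = cells with vehicle only and 100% = reference agonist; strong numbers were not always called active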
PKA-R2B activ = activators of human PKA-R2B complex | PKA-R2B holoenzyme dissociation, Cy5-IP20 fluorescence polarization; R2B truncated from residue 108, S112A mutant; 0% DMSO only, 100% 113 µM cGMP | activation, % at 11.4 µM | 0.079% of 340,000 active;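 active = activation above a cutoff set at the mean over all compounds plus 3 SD, cut at about 18% in these data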;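 note: higher means more holoenzyme dissociation and a rise in polarization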
MOR-DOR ag = agonists of human mu-delta opioid receptor heterodimerization | cells, OPRM1-OPRD1 heterodimerization, luminescence | activation, % at 9.3 µM | 0.3% of 340,000 active | AID 504326; in the data active = activation above about 18%;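 note: 0% = vehicle-treated cells and 100% = reference agonist; values of inactives mirror those of a sister screen read the other way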
PKA-R1A activ = activators of PKA-R1A complex | PKA-R1A dissociation, Cy5-IP20 fluorescence polarization; scaled: DMSO 0%, 113 µM cGMP 100% | activation, % at 11.4 µM | 0.083% of 340,000 active | P00514+P68181 | AID 504707;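 active = percent activation above the mean of all tested compounds plus 3 SD, cut at about 19% in these data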;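 note: higher means more PKAc released from R1A so a rise in polarization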
HTR5A inv ag = inverse agonist of human HTR5A in OPRM1-OPRD1 counter-screen | inhibition, % at 9.3 µM | P47898 | 0.083% of 340,000 active | HTR5A cell line, luminescence, inverse agonism; in the data active = inhibition mostly above about 23%, no sharp cut-off; inactive = mostly below about 18%;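 note: 0% = cells with DMSO and 100% = no-cell wells with DMSO; some compounds called inactive have numbers as strong as hits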
DSG3 Ab inh = human desmoglein-3 autoantibody binding inhibition | P32926 | DSG3-coupled beads, scFv-anti-DSG3-GFP binding, flow cytometry; stronger effect = lower value | binding (percent of control), % at 10 µM | 0.48% of 310,000 active | AID 588358;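 active = binding more than 3 SD below its plate's average and above zero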;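 note: hits lower antibody fragment binding to DSG3; some compounds called inactive have numbers as strong as hits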
Numbers without * were called inactive; x = not tested or not shown.

Values run as follows: OPRM1-OPRD1 inv	DAGLB inhibitor	Arr AP2 block	V-ATPase pHluor	HTR5A ag ctr	PKA-R2B activ	MOR-DOR ag	PKA-R1A activ	HTR5A inv ag	DSG3 Ab inh
CCOC(=O)C1=C(c2ccccc2)Nc2ncnn2C1c1cccc(O)c1 (configuration not stated)
    21.1	0.3	28.8	8.8	-0.9	8.6	-4.1	-1.0	10.3	90.4
COc1ccc([C@H]2CC(=O)C=C(c3ccc(Cl)c(F)c3)C2)cc1
    2.4	-9.5	25.0	0.3	-0.1	-2.1	-0.4	-0.1	0.2	100.3
CC(NC(=O)Nc1cccc(Cl)c1)C(c1cccs1)N1CCCC1 (configuration not stated)
    0.5	0.9	26.2	4.4	2.4	-2.0	-0.1	-2.8	-6.1	103.1
CCC1C(=O)NCCN1C(=O)CCc1nnc(CCc2ccc(OC)cc2)o1 (configuration not stated)
    10.7	1.2	-4.2	0.3	4.7	-12.0	-2.1	-6.2	15.8	102.8
C#CCNC(=O)C(C)c1ncc(C(F)(F)F)cc1Cl (configuration not stated)
    -17.5	-6.5	15.5	-3.1	-0.1	-3.5	3.3	2.4	0.3	89.0
Cc1cccc2sc(NC(=O)CCNC(=O)c3ccco3)nc12
    15.7	1.1	-14.4	-5.0	0.4	0.0	-3.2	-4.2	28.9	100.8
CC(c1ccccc1)n1c(N2CCNCC2)nc2c1c(=O)[nH]c(=O)n2C (configuration not stated)
    14.4	-0.7	12.8	5.7	9.9	3.3	-2.8	3.0	-27.6	106.2
CCOC(=O)Cn1nc(C)c2c1CCCC2=O
    1.2	1.4	1.5	-0.4	4.5	-2.4	-0.2	-11.1	20.4	104.5
Nc1nc(CN2CCC(Cc3ccccc3)CC2)nc(Nc2ccccc2)n1
    -5.7	1.3	7.0	2.9	-2.1	4.6	1.1	-1.0	18.6	109.5
Cc1nc(NC(=O)COC(=O)CCc2nc3ccccc3s2)c(Cl)cc1Cl
    20.9	-3.8	27.9	0.8	0.1	-3.6	-4.2	5.3	-0.3	99.0

Next section
Values run as follows: OPRM1-OPRD1 inv	DAGLB inhibitor	Arr AP2 block	V-ATPase pHluor	HTR5A ag ctr	PKA-R2B activ	MOR-DOR ag	PKA-R1A activ	HTR5A inv ag	DSG3 Ab inh
CC(=O)c1ccc(NC(=O)CSc2nc(N)c3cc4c(nc3n2)CCCC4)cc1
    -67.6	-2.2	-5.5	1.1	6.5	-3.0	10.9	-1.6	-32.1	95.5
CC1CCN(C(=O)CN(c2ccc(Cl)c(C(F)(F)F)c2)S(C)(=O)=O)CC1
    9.4	-2.3	12.3	-2.1	0.9	-1.7	-1.6	-3.3	-9.9	99.0
CCC1(CC)NC(=O)N(CC(=O)Nc2cccc3ccccc23)C1=O
    12.7	-0.5	25.9	-2.5	12.4	1.1	-3.2	5.9	-31.0	100.0
Cc1ccccc1NC(=O)COC(=O)C1C2CC3OC(=O)C1C3C2 (configuration not stated)
    3.0	-5.2	4.7	-3.5	-0.3	-8.2	-0.6	-0.5	0.8	110.4
CCCNc1nc(Cl)nc(NCc2cccnc2)n1
    8.3	5.1	17.8	-0.2	8.6	-2.9	-1.7	-11.6	6.8	111.6
CC1CN(C(=O)c2c([N+](=O)[O-])cnn2C)CC(C)O1 (configuration not stated)
    5.8	3.1	1.6	0.2	5.3	3.5	-1.1	6.5	-5.3	105.6
CCC1CCCCN1S(=O)(=O)c1ccccc1 (configuration not stated)
    0.1	-2.6	42.9	-2.7	-2.1	0.2	0.0	-7.4	13.7	113.3
CCN1CCCc2cc(CN(CCN3CCOCC3)C(=S)Nc3cc(F)cc(F)c3)ccc21
    11.1	0.6	-6.6	2.2	3.9	-4.0	-2.2	-7.3	12.8	110.2
CCOC(=O)C1=C(COC(=O)/C=C/c2ccco2)NC(=O)NC1C (configuration not stated)
    -23.5	2.4	-2.3	-4.8	16.0*	-8.2	3.7	-8.3	3.1	92.9
O=c1cnnc(N/N=C/c2ccccn2)[nH]1
    10.0	-1.3	5.9	5.5	-2.4	4.1	-2.0	-10.1	2.1	101.2

In the list so far, these contain an aryl methoxy group:
Values run as follows: OPRM1-OPRD1 inv	DAGLB inhibitor	Arr AP2 block	V-ATPase pHluor	HTR5A ag ctr	PKA-R2B activ	MOR-DOR ag	PKA-R1A activ	HTR5A inv ag	DSG3 Ab inh
COc1ccc([C@H]2CC(=O)C=C(c3ccc(Cl)c(F)c3)C2)cc1
    2.4	-9.5	25.0	0.3	-0.1	-2.1	-0.4	-0.1	0.2	100.3
CCC1C(=O)NCCN1C(=O)CCc1nnc(CCc2ccc(OC)cc2)o1 (configuration not stated)
    10.7	1.2	-4.2	0.3	4.7	-12.0	-2.1	-6.2	15.8	102.8

(more compounds)
Values run as follows: OPRM1-OPRD1 inv	DAGLB inhibitor	Arr AP2 block	V-ATPase pHluor	HTR5A ag ctr	PKA-R2B activ	MOR-DOR ag	PKA-R1A activ	HTR5A inv ag	DSG3 Ab inh
CC(C)CC(NC(=O)c1ccccc1)C(=O)OCC(=O)Nc1ccc(S(N)(=O)=O)cc1 (configuration not stated)
    -5.5	-0.6	-1.3	-3.4	1.3	-5.0	0.8	-16.1	-3.5	95.1
O=C(COc1ccc(S(=O)(=O)N2CCCCC2)cc1)NCc1cccnc1
    3.8	-1.4	-4.9	4.3	3.8	6.2	-0.7	16.3	1.6	103.7
CCn1c2ccccc2c2nnc(SCC(=O)c3c(N)n(C)c(=O)n(C)c3=O)nc21
    5.7	0.2	-31.2	2.9	3.7	1.9	-1.1	1.6	-5.5	104.8
COc1ccc(NC(C)C(=O)N/N=C/c2ccccc2OCc2ccc(Br)cc2)cc1 (configuration not stated)
    -5.4	-0.5	8.8	-6.8	-1.7	-17.5	0.9	-1.5	6.9	97.0
Cc1cc(C)cc(CC2CC(=O)N(c3ccc(Cl)cn3)C2=O)c1 (configuration not stated)
    2.4	-2.3	7.6	3.3	-2.7	-1.8	-0.4	2.5	6.1	103.0
CS(=O)(=O)N1CCC(C(=O)NCCC2=CCCCC2)CC1
    21.1	-1.2	26.7	0.0	1.8	-2.7	-4.6	-19.4	-6.8	x
O=C(CCc1ccccn1)N1CCCC(N2CCN(c3ccc(F)cc3)CC2)C1 (configuration not stated)
    12.9	0.8	7.3	0.3	-1.4	9.0	-2.5	-0.7	-18.9	97.1
Nc1ccc2c(c1)C(=O)c1cc([N+](=O)[O-])ccc1-2
    -11.3	12.4	32.7	0.6	-1.2	-6.0	2.2	-2.1	4.8	115.6
COc1ccc(CC(=O)NC(=S)Nc2ccc(S(N)(=O)=O)cc2)cc1
    21.4	-0.5	1.6	-2.5	-4.9	-11.5	-3.6	-6.7	13.3	97.4
Cc1cc(Nc2n[nH]c(N)c2C#N)ccc1F
    -2.4	-1.0	3.8	-1.0	-0.6	-0.7	0.5	1.3	1.4	100.3

(listing goes on)
Values run as follows: OPRM1-OPRD1 inv	DAGLB inhibitor	Arr AP2 block	V-ATPase pHluor	HTR5A ag ctr	PKA-R2B activ	MOR-DOR ag	PKA-R1A activ	HTR5A inv ag	DSG3 Ab inh
CCN(CC(=O)Nc1ccc(C)c(S(=O)(=O)N(C)C)c1)Cc1ccccc1
    6.5	-4.0	-10.6	-0.5	1.3	6.9	-1.3	9.7	-5.0	102.7
O=C(NCCN1CCN(c2ccc([N+](=O)[O-])cc2)CC1)NCc1ccccc1
    -0.4	-1.3	-9.6	4.2	-2.3	13.3	0.1	3.5	8.6	122.3
NC(=O)c1nc(C2CCCCC2)nc2c1[nH]c(=O)n2-c1ccc(F)cc1
    11.5	0.6	-8.7	2.8	-2.3	-6.5	-2.1	2.2	6.0	100.3
COc1ccccc1OCCCn1c(=O)oc2ccc(C)cc21
    4.4	-6.9	-4.9	2.4	5.3	-4.8	-0.7	-1.2	-14.3	x
COc1ccc(OC)c(C(=O)c2ccc(C(=O)c3cc(OC)ccc3OC)cc2)c1
    11.1	-0.1	-0.2	-6.1	1.4	-0.4	-2.0	-3.5	-21.9	102.7
CN(C)c1ccc(NC(=O)Nc2cccc(Cl)c2)cc1
    -18.5	0.4	28.2	-3.6	5.8	1.8	3.7	-6.4	-15.5	102.7
CCCn1c(C)cc(/C=C(\C#N)C(=O)OCC(=O)N(CC)c2c(N)n(Cc3ccccc3)c(=O)[nH]c2=O)c1C
    22.2	-2.1	20.0	2.4	-0.6	0.3	-5.9	3.4	-2.1	x
Cc1nc(NC(=O)C2CC3CCCC(C2)C3=O)sc1C (configuration not stated)
    6.1	1.3	-6.2	-0.9	-1.4	-4.6	-1.5	-13.0	10.5	107.1
COc1ccccc1NC(=O)Nc1cccc(NC(C)=O)c1
    9.4	-4.4	-3.7	0.5	4.9	8.1	-1.9	-5.2	3.8	100.0
CCN1C(=O)C(=O)N(CC(=O)N2CCN(c3ccccc3)CC2)C1=O
    7.1	-0.2	-9.3	-0.8	-0.7	5.9	-1.4	1.4	1.8	100.0

(more compounds)
Values run as follows: OPRM1-OPRD1 inv	DAGLB inhibitor	Arr AP2 block	V-ATPase pHluor	HTR5A ag ctr	PKA-R2B activ	MOR-DOR ag	PKA-R1A activ	HTR5A inv ag	DSG3 Ab inh
C#CCCCCCCCCC(=O)NCCCC
    2.9	-1.2	20.5	3.2	4.4	-0.5	-0.5	0.5	-12.6	96.7
Cc1cccc(C)c1NC(=O)C1(N2CCN(C(=O)c3ccco3)CC2)CCCCC1
    -0.1	0.6	x	-1.8	-6.4	-2.4	0.0	-0.4	23.4	97.3
CC(Oc1ccc(Cl)cc1Cl)/C(N)=N/O (configuration not stated)
    6.2	-1.9	1.2	-6.9	-4.0	-1.7	-1.2	-12.2	-2.6	101.5
CSCCC(NC(=O)c1ccccc1)C(=O)OCC(=O)NCc1ccco1 (configuration not stated)
    1.8	-3.2	17.6	1.2	2.4	-12.1	-0.5	2.1	10.9	97.7
COCCNC(=O)Cn1nc(Cc2ccncc2)c2ccccc2c1=O
    2.5	-1.1	4.5	-3.4	2.6	4.6	-0.5	-11.4	-9.7	103.8
COc1ccc(S(=O)(=O)Nc2nc3ccccc3nc2NCc2ccc3c(c2)OCO3)cc1
    11.5	-0.4	8.6	-0.5	8.5	-5.2	-2.6	-1.2	17.7	102.2
Cc1cc(C)cc(N2CCCn3c2nc2c3c(=O)n(CCN3CCOCC3)c(=O)n2C)c1
    0.8	2.6	7.9	-2.3	-3.2	16.2	-0.1	16.4	-12.5	102.3
O=C(CSc1nnc(-c2ccccc2)o1)c1nnc(-c2ccccc2)o1
    14.8	6.9	5.5	8.8	-0.6	-3.1	-2.6	-7.2	1.4	114.3
O=C(OCCN1CCN(C2=NS(=O)(=O)c3ccccc32)CC1)c1cccc(Br)c1
    2.5	-0.8	0.0	-1.7	-4.8	-5.5	-0.6	2.4	12.4	109.0
C[C@H]1CN([C@@H](C)CO)C(=O)CCCn2nncc2CO[C@@H]1CN(C)S(=O)(=O)c1cccc(F)c1
    x	-2.9	x	-0.6	x	1.5	x	12.0	x	105.8
Cc1ccc(S(=O)(=O)NCCC(=O)NCc2ccc3c(c2)OCO3)cc1C
    3.1	-1.5	5.1	-0.1	-1.8	0.6	-0.6	-1.8	5.3	105.0
NC(=O)NC(CC(=O)NCCCc1ccccc1)c1ccccc1Cl (configuration not stated)
    -0.2	0.8	-22.9	1.8	2.6	-3.7	0.1	-9.9	-4.7	104.9
